# MOR-DOR inv ag: mu-delta opioid heterodimer inverse agonism; P35372+P41143; 340,000 compounds, 0.21% hits; AID 504357; inhibition, % at 9.3 µM; cell-based MOR-DOR heterodimer luminescence; in the data active means inhibition above about 22%, passing the limit was not always enough;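 further: 0% = cells with DMSO and 100% = wells without cells with DMSO; values of inactives mirror those of a sister screen read the other way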
# HTR5A ag: HTR5A agonism, opioid heterodimer counter-screen; 340,000 compounds, 0.61% hits; P47898; activation, % at 9.3 µM; HTR5A agonist assay, luminescence, cell-based; in the data active means activation mostly above about 9.5%, no sharp cut-off; inactive means mostly below about 7.6%;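 further: 0% = cells with vehicle only and 100% = reference agonist; strong numbers were not always called active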
# Target sequence (P47898 whole entry, looked up): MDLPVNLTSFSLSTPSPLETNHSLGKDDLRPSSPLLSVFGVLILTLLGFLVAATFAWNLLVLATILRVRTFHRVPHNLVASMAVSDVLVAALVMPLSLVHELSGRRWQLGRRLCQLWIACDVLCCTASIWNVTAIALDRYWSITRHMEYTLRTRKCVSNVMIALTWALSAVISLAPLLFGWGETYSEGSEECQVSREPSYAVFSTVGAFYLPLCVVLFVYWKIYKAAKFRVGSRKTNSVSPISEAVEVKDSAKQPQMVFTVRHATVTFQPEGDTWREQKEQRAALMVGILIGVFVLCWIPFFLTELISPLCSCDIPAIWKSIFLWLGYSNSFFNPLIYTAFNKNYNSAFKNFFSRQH
# cardiac RTF act: increases calcium sensitivity of human cardiac regulated thin filaments | P19429+P45379 | 340,000 compounds, 0.24% hits | activation, % at 7.2 µM | IANBD-labeled TnC RTF fluorescence at EC20 calcium; 0% EC20 calcium, 100% full calcium;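 active means activation above the mean over all tested compounds plus 3 SD, cut at about 30% in these data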;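 further: rise in fluorescence read as greater calcium sensitivity of cardiac thin filaments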
# LANA DNA inh: inhibitors of KSHV LANA C-terminal domain DNA binding; MBP-C-LANA/FAM-LBS DNA binding, fluorescence polarization; inhibition, % at 9 µM; 340,000 compounds, 0.078% hits; AID 504423;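 active means highest replicate inhibition at or above 60% at 9 µM, even if other replicates fall short; inactive means all replicates below 60% inhibition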;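 further: 0% = neutral control wells and 100% = 4 µM acridine orange control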
# OPRM1-OPRD1 ag: agonists of human mu-delta opioid receptor heterodimerization; P35372+P41143; cells, OPRM1-OPRD1 heterodimerization, luminescence; activation, % at 9.3 µM; 340,000 compounds, 0.3% hits; AID 504326; in the data active means activation above about 18%;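 further: 0% = vehicle-treated cells and 100% = reference agonist; values of inactives mirror those of a sister screen read the other way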
# V-ATPase pH: alters yeast V-ATPase proton transport | S. cerevisiae, pHLuorin cytosolic pH fluorescence | response, % at 10 µM | 350,000 compounds, 0.37% hits | AID 504577; in the data active means response mostly above about 7.3%, no sharp cut-off; inactive means mostly below about 5.4%; further: actives read high; inactives centre near 0; some compounds called inactive have numbers as strong as hits; reference of the scale not given here
# Cardiac RTF inh: cardiac RTF calcium desensitization; inhibition, % at 7.15 µM; 340,000 compounds, 0.12% hits; P19429+P45379; IANBD-labeled cardiac RTF, Ca2+ fluorescence;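 active means inhibition above the mean inhibition of all tested compounds plus 3 SD, cut at about 17% in these data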;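 further: assay run at fixed EC70 calcium of 1.6 mM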
# Keap1-Nrf2 PPI: Keap1-Nrf2 (human) interaction inhibition; 340,000 compounds, 0.15% hits; inhibition, % at 9.4 µM; Keap1 Kelch-Nrf2 peptide fluorescence polarization, 1536-well; in the data active means inhibition above about 12%; inconclusive means no clear call, values can overlap the other calls; inactive means below about 7.3%;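 further: human Keap1 Kelch domain with fluorescein labeled Nrf2 9mer peptide probe; 0% = neutral control wells and 100% = peptide positive control; higher means more block of Keap1 binding to Nrf2 peptide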
# Target sequence (Q14145 whole entry, looked up, the tested form may be a part): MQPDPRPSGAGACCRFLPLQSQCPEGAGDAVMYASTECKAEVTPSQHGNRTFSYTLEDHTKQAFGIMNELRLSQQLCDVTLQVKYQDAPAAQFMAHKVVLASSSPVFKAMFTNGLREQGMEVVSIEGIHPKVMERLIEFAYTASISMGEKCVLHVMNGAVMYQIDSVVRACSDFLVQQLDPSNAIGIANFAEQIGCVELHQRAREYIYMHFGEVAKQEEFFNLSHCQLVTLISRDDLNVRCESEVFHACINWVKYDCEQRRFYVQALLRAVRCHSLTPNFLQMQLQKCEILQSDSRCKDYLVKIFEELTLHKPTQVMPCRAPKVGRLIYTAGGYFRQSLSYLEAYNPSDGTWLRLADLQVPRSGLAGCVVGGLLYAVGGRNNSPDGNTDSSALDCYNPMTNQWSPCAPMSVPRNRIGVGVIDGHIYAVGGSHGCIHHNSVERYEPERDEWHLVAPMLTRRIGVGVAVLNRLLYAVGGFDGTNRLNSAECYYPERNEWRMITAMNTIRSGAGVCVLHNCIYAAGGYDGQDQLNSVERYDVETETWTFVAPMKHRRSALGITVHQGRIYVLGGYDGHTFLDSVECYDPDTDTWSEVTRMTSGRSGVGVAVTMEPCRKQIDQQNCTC
# HTR5A inv ag: inverse agonist of human HTR5A in OPRM1-OPRD1 counter-screen; HTR5A cell line, luminescence, inverse agonism; AID 504634; 340,000 compounds, 0.083% hits; inhibition, % at 9.3 µM; P47898; in the data active means inhibition mostly above about 23%, no sharp cut-off; inactive means mostly below about 18%;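 further: 0% = cells with DMSO and 100% = no-cell wells with DMSO; some compounds called inactive have numbers as strong as hits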
# CAL PDZ FP: inhibitors of human CAL PDZ peptide binding; Q9HD26; purified CAL PDZ, TMR-peptide fluorescence polarization, 1 h; inhibition, % at 24.9 µM; 300,000 compounds, 0.92% hits; AID 602252;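 active means mean inhibition of at least 30% with at least half of replicates also reaching 30%; inconclusive means no clear call, values can overlap the other calls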;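 further: 0% = DMSO neutral control and 100% = excess unlabeled competitor peptide PRC23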
# * hit, by the source's call; ? = inconclusive; nt = not tested or not shown.
SMILES,MOR-DOR inv ag,HTR5A ag,cardiac RTF act,LANA DNA inh,OPRM1-OPRD1 ag,V-ATPase pH,Cardiac RTF inh,Keap1-Nrf2 PPI,HTR5A inv ag,CAL PDZ FP
COc1ccc(S(=O)(=O)N2CCN(C)CC2)cc1C(=O)N1CCCCC1,3.9,1.4,4.0,-0.7,-0.7,-0.7,-16.1,-0.7,-9.2,5.7
O=C(CSc1ncnc2nc[nH]c12)c1ccc(Cl)cc1,-1.2,1.6,1.4,-2.3,0.2,3.7,-6.3,-5.2,-4.1,nt
O=C(CN1CCN(c2ccccc2F)CC1)c1c[nH]c2ccccc12,-13.4,-4.0,13.3,1.2,2.3,9.1,-5.2,0.5,4.7,-1.2
CCCCC(O)(c1ccc(F)cc1)C(CN1CCOCC1)c1ccc(Cl)cc1 (configuration not stated),-4.8,2.6,0.7,1.1,0.9,0.9,-2.1,0.3,-10.1,-1.4
COc1ccc(-c2oc3ncnc(NCCN4CCOCC4)c3c2-c2ccc(OC)cc2)cc1,-1.0,-0.5,-2.6,0.7,0.1,2.3,2.8,0.4,-2.0,-4.4
CCCCCCCNC(=O)C1CC(=O)N(C)C(=Nc2ccc(OC)cc2)S1 (configuration not stated),-3.8,0.8,-1.5,3.0,0.8,5.2,6.2,2.6,-14.0,-0.6
CCN1CCN(C(=O)c2cn(CC)c3ccc(S(=O)(=O)N(C)C)cc3c2=O)CC1,10.8,1.3,8.3,2.2,-2.1,-1.4,-16.8,-6.1,-3.6,2.2
CN1CCN(c2ccc(S(=O)(=O)N3CCCCC3)cc2NC(=O)c2ccc(F)cc2F)CC1,8.9,0.0,3.2,-1.9,-1.7,5.5,1.9,-3.6,11.7,-0.7
CCN(CC)CCN(Cc1cc2cc3c(cc2[nH]c1=O)OCO3)C(=S)NCc1ccco1,2.1,-0.5,0.4,0.6,-0.4,1.8,-9.0,-0.8,1.1,0.7
N#Cc1ccccc1NC(=O)CNc1ccc(Cl)c(C(F)(F)F)c1,3.0,3.2,16.7,1.3,-0.7,1.4,-20.8,-4.1,16.4,-3.2
O=C(NCc1ccccn1)C1CCN(S(=O)(=O)c2cc(Cl)ccc2Cl)CC1,8.4,1.5,1.8,0.2,-1.5,1.2,-4.8,0.0,-4.2,9.5
O=C(COC(=O)CNC(=O)c1ccc2c(c1)OCO2)Nc1ncc(Cl)cc1Cl,4.4,8.0,3.5,-1.1,-0.9,-3.6,-11.3,-1.5,-22.3,-4.5
C=CCSc1nc(N)c(C(=O)Nc2ccccc2OC)cc1C(=O)Nc1ccccc1,8.1,3.8,-1.2,-0.7,-1.5,3.1,-8.2,2.4,-15.5,-0.8
CCc1ccc(OCC(=O)NNC(=O)c2nn(CC)c(=O)c3ccccc23)cc1,5.6,3.0,-3.3,0.5,-1.1,6.7,17.7*,-3.8,-8.3,2.2
O=c1[nH]nc(Cc2ccc(-c3ccccc3Cl)o2)c2ccccc12,-24.2,4.7,2.8,2.4,4.4,0.6,-11.1,-6.4,-10.8,-2.9
CSc1cc(CS(=O)(=O)c2ccccc2)nc(-c2ccccc2)n1,9.2,-6.9,-1.7,-0.1,-1.8,-5.8,-0.6,2.6,16.7,79.5*
N=c1c(C(=O)NCCN2CCOCC2)cc2c(=O)n3ccccc3nc2n1CCc1ccccc1,15.6,1.1,-1.7,0.7,-2.9,-83.4,-3.9,-2.5,-4.4,-0.6
Cc1cccc(C)c1OCCNC(=O)OCc1ccccc1,-7.2,1.8,0.3,-0.8,1.4,-1.4,-0.8,0.4,8.8,nt
CCCc1ncc(C(=O)c2ccc(OC)cc2)n1C,11.3,3.1,5.2,0.0,-2.1,2.6,0.8,1.9,1.5,-9.0
Cc1ccc(C(=O)OC(C)C(=O)Nc2ccc(S(N)(=O)=O)cc2)cc1S(=O)(=O)N1CCOCC1 (configuration not stated),3.4,3.0,5.7,-1.9,-0.6,-0.8,-3.9,-2.8,-17.5,-1.6
Cc1cc(-n2c(SCc3ccccc3F)nc3n[nH]c(C)c3c2=N)ccc1Cl,4.2,8.9,-1.4,-0.9,-0.9,-3.5,1.3,0.6,35.5,4.6
CCOc1cc(/C=N/n2nnnc2N)ccc1OCc1c(C)no[n+]1[O-],14.6,-2.0,-5.4,-0.1,-2.9,0.0,-0.1,-1.5,5.2,-2.8
CCN(CC)S(=O)(=O)c1ccc(C)c(NS(=O)(=O)c2cc(/C=C/C(=O)O)cc(OC)c2OC)c1,17.0,-2.3,0.6,2.5,-3.7,1.1,3.3,-2.7,5.9,26.0
O=C(/C=C/c1ccc(Br)cc1)NC(=O)c1ccccc1O,3.0,7.1,-4.7,-0.1,-0.6,-0.6,10.2,-1.8,8.3,-3.2
C[C@H]1COC(=O)[C@H](Cc2ccc(F)cc2)C/C=C\C[C@H](CC(=O)NCCO)C(=O)N1,14.2,9.0,0.5,0.4,-2.6,-2.2,5.9,-10.7,-22.8,-2.7
CCOc1cccc(CN2CCCC(C(=O)c3cccc(C(F)(F)F)c3)C2)c1O (configuration not stated),5.7,-5.9,2.6,-1.1,-1.1,-4.4,-11.0,1.9,4.0,nt
O=C(NCC1CCCO1)C1CCC(=O)N1Cc1ccc(F)cc1 (configuration not stated),10.4,-0.8,3.1,0.2,-2.0,-2.4,0.6,-4.7,3.1,-3.4
C=CCN1C(=O)C(CC(=O)Nc2ccc(OCC)cc2)N(Cc2ccccn2)C1=S (configuration not stated),1.7,1.2,-2.2,0.3,-0.3,0.4,9.2,-3.0,-3.8,1.1
CC1=CC(C)(C)N2C(=O)C3(NCCc4c3[nH]c3ccccc43)c3cc(C)cc1c32 (configuration not stated),-13.3,16.1*,2.2,-0.3,2.5,-2.9,4.3,-3.4,-23.8,-2.2
Cc1ccc(-n2c(C)nnc2SCC(=O)N(C)C2CCS(=O)(=O)C2)cc1 (configuration not stated),4.5,-1.9,-0.4,-0.6,-1.1,-1.5,-1.7,3.4,4.8,?

# Reprinted at random: 2 compounds from above, in no set order.
SMILES,MOR-DOR inv ag,HTR5A ag,cardiac RTF act,LANA DNA inh,OPRM1-OPRD1 ag,V-ATPase pH,Cardiac RTF inh,Keap1-Nrf2 PPI,HTR5A inv ag,CAL PDZ FP
O=c1[nH]nc(Cc2ccc(-c3ccccc3Cl)o2)c2ccccc12,-24.2,4.7,2.8,2.4,4.4,0.6,-11.1,-6.4,-10.8,-2.9
O=C(NCc1ccccn1)C1CCN(S(=O)(=O)c2cc(Cl)ccc2Cl)CC1,8.4,1.5,1.8,0.2,-1.5,1.2,-4.8,0.0,-4.2,9.5

# (listing goes on)
SMILES,MOR-DOR inv ag,HTR5A ag,cardiac RTF act,LANA DNA inh,OPRM1-OPRD1 ag,V-ATPase pH,Cardiac RTF inh,Keap1-Nrf2 PPI,HTR5A inv ag,CAL PDZ FP
Nc1c(Cl)cc(C2=NCCn3nc4cc(C(F)(F)F)ccc4c32)cc1Cl,-13.5,5.4,8.1,-2.9,2.3,-3.2,-6.1,-4.7,-15.0,0.7
CCOC(=O)CSc1nc(N)c(C#N)c(-c2cccs2)c1C#N,1.3,3.6,-0.6,0.6,-0.3,10.1,3.2,2.7,-9.8,nt
CCCCN1C[C@H](Cc2ccccc2)[C@@H](CC(=O)Nc2ccccc2)C1=O,-13.4,-0.2,-15.4,3.0,2.3,-12.1,-11.7,0.8,0.5,0.7
CCN(CC(=O)Nc1ccccc1C(=O)NC1CC1)Cc1cccs1,3.7,2.8,17.3,-2.2,-0.6,0.6,-4.4,4.2,20.3,0.5
Cc1ccsc1-c1nc(C(N)=O)c2[nH]c(=O)n(-c3ccc(Cl)cc3)c2n1,9.6,0.6,0.8,2.1,-1.9,1.1,-12.4,-0.5,-1.7,-9.4
C=CCn1c(SCC(=O)NCC2CCCO2)nc2scc(-c3ccccc3)c2c1=O (configuration not stated),-1.6,-2.7,-0.9,-0.7,0.4,0.1,-4.3,-1.8,6.9,0.4
O=C(c1ccccc1)N(Cc1ccco1)C1CCS(=O)(=O)C1 (configuration not stated),15.1,4.4,-1.6,0.5,-3.5,-2.6,-3.6,-0.2,-12.0,2.7
CCOc1ccc(S(=O)(=O)N2CCOCC2)cc1[N+](=O)[O-],-1.8,-0.6,-1.9,-1.5,0.3,-0.2,-1.5,0.5,1.4,-5.5
CC(C)(C)CC(C)(C)NC1=CC(=O)OC12CCCCC2,-2.0,0.4,-3.1,-1.3,0.3,-0.4,4.2,-2.4,1.6,-0.2
COc1cccc(NC(=O)CCNC(=O)C2CCN(S(=O)(=O)c3ccc(F)cc3)CC2)c1,15.3,1.9,-2.2,0.3,-3.0,3.7,7.2,-7.0,-1.5,-5.4
CCOC(=O)c1c(C)c(C(=O)NCC2CCCO2)c(C)n1C (configuration not stated),10.3,5.7,-1.2,-0.4,-1.9,-0.9,-8.5,-2.9,-21.2,nt
O=C(Nc1cccc(NC(=O)c2sc3ccccc3c2Cl)c1)c1ccco1,7.9,5.1,0.8,0.6,-1.6,1.0,7.1,-0.5,18.9,-2.7
CCOc1ccccc1C(=O)NCc1ccco1,18.9,5.8,0.3,1.4,-3.8,-1.2,-5.2,-5.6,-12.7,-0.6
O=S(=O)(NCc1cccnc1)c1cccc2nsnc12,10.8,1.8,-2.8,0.9,-2.4,1.2,-0.6,-4.2,-3.0,nt
O=C(Cn1ccc(C(F)(F)F)n1)N=Nc1c(O)[nH]c2ccc(Br)cc12,-0.4,2.1,-3.0,-0.8,0.1,-1.0,5.7,-1.9,-7.4,0.4
Cc1cccc(Nc2nnc(SCC(=O)c3c(N)n(C4CC4)c(=O)[nH]c3=O)s2)c1,13.2,4.7,-1.4,1.4,-3.3,2.3,5.7,3.0,-11.5,2.9
CC(C)NS(=O)(=O)c1ccc(OCC(=O)N2CCCC2)c(Cl)c1,10.1,1.7,-2.6,0.9,-2.0,-6.0,-9.2,-3.2,-19.1,-4.8
COc1ccc(CNC(=O)C2CCN(C(=O)N(C)C)CC2)c(OC)c1,15.3,-0.7,-0.7,-2.0,-2.8,4.2,5.6,-6.6,-21.9,-0.5
CN1CCN(C(=S)Nc2cccc(C(F)(F)F)c2)CC1,8.3,3.2,1.6,2.7,-1.6,-0.2,-5.5,-1.1,30.2,-2.5
Cc1cc([N+](=O)[O-])nn1CCCC(=O)Nc1c(C)n(C)n(-c2ccccc2)c1=O,7.4,8.8,3.8,-0.1,-1.4,-4.2,-7.0,-3.7,-13.4,-2.1
Cc1cc(C(=O)O)ccc1-c1ccc(CO)o1,-2.9,1.4,3.2,-0.1,0.6,-0.6,-7.8,1.4,-2.2,nt
COc1cc(/C=C/C(=O)O)cc(S(=O)(=O)Nc2ccc3nc(SC)sc3c2)c1OC,9.4,0.2,1.8,-0.7,-1.9,1.2,1.7,1.7,-3.5,-5.3
FC(F)(F)c1ccccc1CN1CCCC(N2CCN(c3ccccc3)CC2)C1 (configuration not stated),-28.6,0.1,-2.7,-0.9,6.0,-3.3,-9.1,-4.5,-0.2,-1.2
CCN(CC(=O)NC1CCS(=O)(=O)C1)S(=O)(=O)c1ccc2ccccc2c1 (configuration not stated),13.9,1.8,3.3,0.6,-2.6,-2.2,-0.2,3.5,-6.1,-3.8
CCc1ccc(C(=O)Nc2ccc3c(c2)n(C)c(=O)n3C)cc1,2.2,4.8,6.5,0.6,-0.4,0.7,-8.6,-4.6,-11.9,nt
CCCCOc1ccc(C2CC(=O)NC2=O)cc1 (configuration not stated),6.5,-4.5,1.7,0.4,-1.3,3.7,1.4,-3.1,6.8,-1.3

# Compound activity (PubChem)
